CHRM1 antagonist = blocks human M1 muscarinic receptor; P11229; CHO-K1 hM1, Fluo-8 calcium fluorescence, ACh EC80 antagonist; inhibition, % at 3 µM; hit rate 1.3% among 360,000;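 active = percent inhibition above its own plate's cutoff, namely the mean of that plate's compound wells plus 3 SD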;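 note: peak over basal fluorescence ratio during 140 s after agonist addition; 0% = ACh EC80 plus DMSO and 100% = DMSO alone without agonist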
Target sequence (P11229 whole entry, looked up): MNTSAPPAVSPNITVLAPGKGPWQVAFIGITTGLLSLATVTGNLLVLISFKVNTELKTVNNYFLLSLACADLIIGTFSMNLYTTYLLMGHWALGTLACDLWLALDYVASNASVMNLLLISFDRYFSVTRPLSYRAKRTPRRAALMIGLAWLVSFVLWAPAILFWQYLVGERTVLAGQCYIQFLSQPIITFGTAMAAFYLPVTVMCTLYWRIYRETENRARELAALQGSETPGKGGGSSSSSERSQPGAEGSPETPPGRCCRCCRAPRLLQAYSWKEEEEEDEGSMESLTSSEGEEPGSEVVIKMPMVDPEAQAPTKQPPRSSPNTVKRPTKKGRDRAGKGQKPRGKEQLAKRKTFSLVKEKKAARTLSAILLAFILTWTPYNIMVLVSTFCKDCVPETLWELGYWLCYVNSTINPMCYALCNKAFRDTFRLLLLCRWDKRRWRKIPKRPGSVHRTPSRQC
OXTR potentiator = potentiators of human oxytocin receptor; AID 2445; hit rate 0.061% among 320,000; CHO-OTR cells, Fluo-8 calcium fluorescence, potentiator mode; 0% = oxytocin EC15, 100% = EC100; activation, % at 3 µM; P30559;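 active = activation above that plate's cutoff, the mean activation of tested compounds plus 3 SD, cut at about 6.6% in these data, passing the limit was not always enough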;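 note: 100% uses oxytocin at 75 nM as the full agonist control; some results filed as inactive read as strong as hits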
Target sequence (P30559 whole entry, looked up): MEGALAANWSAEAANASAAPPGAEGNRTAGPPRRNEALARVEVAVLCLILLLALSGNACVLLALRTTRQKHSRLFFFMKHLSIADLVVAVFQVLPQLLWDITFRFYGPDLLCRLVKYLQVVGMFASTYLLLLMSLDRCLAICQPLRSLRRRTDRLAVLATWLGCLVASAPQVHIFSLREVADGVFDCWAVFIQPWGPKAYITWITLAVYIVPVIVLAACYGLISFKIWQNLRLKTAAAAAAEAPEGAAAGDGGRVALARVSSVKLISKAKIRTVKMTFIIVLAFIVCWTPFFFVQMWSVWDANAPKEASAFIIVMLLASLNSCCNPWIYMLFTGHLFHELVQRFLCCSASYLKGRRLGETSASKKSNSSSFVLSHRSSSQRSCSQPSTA
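Assay system: CHO-OTR cells, human receptor / Also added: oxytocin at about EC15, sub-maximal agonist stimulus / Dosing: single dose, 3.0 µM nominal final compound concentration / Incubation: 6 min pre-incubation, 100 s read / Technique: Fluo-8 calcium dye fluorescence / Read-out: % activation vs EC15 and EC100 oxytocin / Benchmarks: EC15 oxytocin low, 75 nM oxytocin high / Replicates: singlicate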
CHO parental Ca = counter-screen: ATP calcium response change in parental CHO cells | parental CHO-K1, ATP-induced calcium, Fluo-8 fluorescence | inhibition, % at 5.6 µM | hit rate 0.63% among 330,000 | AID 463079;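 active = inhibition above that plate's mean sample inhibition plus 3 SD, cut at about 26% in these data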;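 note: 0% = ATP-challenged DMSO wells and 100% = DMSO wells without ATP; some compounds past the cut are filed as inactive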
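Test system: parental CHO cells; detection: calcium-sensitive Fluo-8 fluorescence; evaluation: percent inhibition of calcium signal; also added: ATP as calcium-mobilizing challenge; repeats: one well per compound; control set: ATP-challenged DMSO wells low, unchallenged DMSO wells high; compound: single nominal dose of 5.6 µM per compound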
TAAR1 ag = agonists of human TAAR1; CHO RD-HGA16 TAAR1, Fluo-8 calcium fluorescence; vehicle wells 0%, saturating PEA agonist 100%; activation, % at 3 µM; hit rate 0.99% among 360,000;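 active = activation above the mean activation of all test compounds in the run plus 3 SD, cut at about 38% in these data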
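test system = CHO RD-HGA16 cells carrying human TAAR1 plus Gα16 | schedule = 17-24 h seeding, 75 min 37 °C dye, 30 min RT | compound dosing = 3 µM single concentration | control set = DMSO and PEA EC100 | replicates = n 1 | signal = Fluo-8 fluorescence, 5 s baseline then 140 s kinetic read | measure = percent activation vs PEA EC100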
M1 ag parental = nonselective activator or artifact in parental CHO-K1 cells; Fluo-8 calcium fluorescence; scaled to maximal ATP response, vehicle zero; activation, % at 3 µM; hit rate 0.48% among 360,000; in the data active = activation above about 15%;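 note: untransfected CHO-K1 host cells lacking M1 receptor as counterscreen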
TAAR1 antag = antagonists of human TAAR1; CHO RD-HGA16 TAAR1, Fluo-8 calcium fluorescence, antagonist; inhibition, % at 3 µM; hit rate 1.5% among 360,000; AID 624466;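 active = inhibition above a per-plate cutoff, the mean inhibition of test compounds on that plate plus 3 SD, cut at about 49% in these data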;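 note: 0% = DMSO plus EC80 beta-PEA response and 100% = DMSO alone without agonist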
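test system = CHO RD-HGA16 cells bearing hTAAR1 | replication = singlicate | controls = DMSO-only wells and EC80 β-PEA-stimulated wells | reagent = EC80 β-phenethylamine stimulus | read-out basis = percent inhibition of PEA-evoked calcium signal, max/basal emission ratio | schedule = seeding 17-24 h prior, 75-min 37 °C, 30-min RT dye loading | signal = kinetic Fluo-8 calcium fluorescence measurement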
CHO-K1 Ca PAM = counter-screen for M1 PAMs: effect in parental CHO-K1 cells | ATP EC20, Fluo-8 calcium fluorescence; 0% at ATP EC20, 100% at ATP max | activation, % at 3 µM | hit rate 0.02% among 360,000;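 active = activation above the run cutoff, the mean activation of all test compounds plus 3 SD, cut at about 40% in these data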;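 note: peak over basal fluorescence ratio in a 140 s read after ATP addition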
CHRM1 agonist = agonists of human M1 muscarinic receptor. activation, % at 3 µM. hit rate 0.33% among 360,000. CHO-K1 hM1, Fluo-8 calcium fluorescence, agonist mode; 0% DMSO, 100% acetylcholine EC100;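 active = activation above the run's mean compound activation plus 3 SD, cut at about 16% in these data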;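 note: peak over basal fluorescence ratio within a 140 s kinetic read after compound addition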
CHO-K1 Ca antag = counter-screen for M1 antagonists: effect in parental CHO-K1 cells | ATP-induced calcium, Fluo-8 fluorescence | inhibition, % at 3 µM | hit rate 0.6% among 360,000 | AID 602250;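 active = inhibition above a per-plate cutoff, the plate's mean sample inhibition plus 3 SD, cut at about 24% in these data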;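 note: 0% = DMSO plus EC80 ATP and 100% = DMSO alone without ATP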
An asterisk follows results filed as active; . = not tested or not shown. Outcome played no part in choosing rows. About 4.2% of those tested had a hit in this group.

structure	CHRM1 antagonist	OXTR potentiator	CHO parental Ca	TAAR1 ag	M1 ag parental	TAAR1 antag	CHO-K1 Ca PAM	CHRM1 agonist	CHO-K1 Ca antag
C=CCc1ccccc1OCC(O)CN1CCN(c2ccc(C)cc2)CC1 (stereo not drawn)	7	-2	-18	6	-0.2	-29	0	-2	-15
CCN(C(=O)COC(=O)CSc1cc(C)c2ccccc2n1)c1ccccc1	-12	-18	-22	6	1.6	47	7	-3	-17
Cc1ccc(S(=O)(=O)N2CCN(C(=O)COC(=O)CNC(=O)c3ccccc3F)CC2)c(C)c1	-2	.	.	1	0.9	-2	6	2	-6
O=C(C1CCCCN1S(=O)(=O)c1ccccc1)N1CCCCC1 (stereo not drawn)	-8	-1	-22	8	0.1	-2	11	-5	-12
CCn1c(CSCc2ccc(Cl)cc2)n[nH]c1=S	-6	-9	-10	1	-0.2	0	-8	-2	8
Cc1cc(C)cc(-c2nnc(SCC(=O)NCc3cccs3)o2)c1	-6	4	-9	5	-0.1	7	19	-7	-4
Cc1cccc(N2CCCn3c2nc2c3c(=O)[nH]c(=O)n2C)c1	-14	4	-10	3	-2.2	-1	12	-9	-15
O=c1[nH]c2ccc(NCc3ccc(OCc4ccccc4Cl)cc3)cc2[nH]1	-4	.	.	4	0.8	-1	-9	-2	5
CCN(CC(=O)NCc1ccc(F)cc1)CC(=O)Nc1cc(S(=O)(=O)N(C)C)ccc1C	-3	0	-19	3	1.4	-14	-2	-5	-9
Cc1ccc(S(=O)(=O)Nc2c(C)nn(C)c2C)c(C)c1	-3	-3	-10	3	1.1	-16	-17	0	2
Cc1cc(S(=O)(=O)Cc2noc(-c3c(C)noc3C)n2)c(C)cc1Cl	11	-11	-29	9	4.5	-17	18	-3	-11
COc1ccc(CCn2c(-c3ccc(Cl)cc3)n[nH]c2=S)cc1OC	1	-3	1	8	0.4	-3	9	-8	-3
O=[N+]([O-])c1c(C(Cl)Cl)nn(-c2ccccc2)c1N1CCOCC1	-1	-8	5	1	0.9	-14	5	-4	-13
O=C(C1CCCC1)N1CCN=C1SCc1cccc([N+](=O)[O-])c1	4	-23	-14	0	0.1	2	-9	-6	11
Cn1c(SCc2ccccc2Cl)nc2c1c(=O)[nH]c(=O)n2C	-18	-19	-3	0	-0.2	0	-4	-2	5
O=C(c1ccc(N2CCCC2=O)cc1)N1CCN(c2ccccc2Cl)CC1	8	-6	-21	-4	0.3	-13	-10	-6	-12
CC(=O)O/N=C(/c1nonc1N)N(C)C	3	-7	6	4	3.1	15	19	-4	-6
CC(C)Cn1c(-c2csc3ccccc23)n[nH]c1=S	-4	2	-25	13	0.4	12	9	-14	-48
O=C(NNC(=O)c1cc2ccccc2[nH]1)OCc1ccccc1	-4	3	-14	9	0.8	-4	7	-7	-17
Cc1cc(C)c(S(=O)(=O)NCC(=O)NCc2cc(=O)n(C)c(=O)n2C)c(C)c1	-16	-7	-11	7	-0.2	-21	20	-1	-18
C=CCn1c(SCC(=O)c2cccs2)nnc1-c1cccc(OC)c1	-16	-9	-18	17	3.4	-1	7	-1	-14
O=C(COC(=O)CN1C(=O)C(=O)c2ccccc21)OCN1C(=O)c2ccccc2C1=O	-3	-10	-1	0	1.7	-8	14	-9	-5
CN(C(=O)C1CCCCC1)C1(C)CCS(=O)(=O)C1 (stereo not drawn)	-4	0	-10	0	0.3	0	11	-2	4
CC(C)(O)C#Cc1ccc(CN2CCC(n3nccc3NC(=O)C3CC3)CC2)cc1	-6	-3	-10	8	-0.2	-24	10	-3	-7
COCCN1Cc2cccc(C(=O)NCc3cccnc3)c2C1=O	-8	1	-9	0	0.0	2	2	0	-8
COC(=O)c1ccc(NC(=O)c2cccc(OC)c2)cc1	-4	-1	2	7	1.3	-2	18	-3	-8
O=C(O)C1(c2ccccc2)CCN(S(=O)(=O)c2ccccc2)CC1	-3	-15	-11	-1	0.4	-7	-5	-4	-3
O=C1CC(c2ccccc2)C(C(=O)Nc2ccccc2F)N1 (stereo not drawn)	-6	1	-5	0	0.3	0	11	-2	-6
Cn1c(N)c(C(=O)COC(=O)CSc2cccc3cccc(Cl)c23)c(=O)n(C)c1=O	-1	-6	-16	0	-0.1	-9	14	-4	-14
CC1CCCN(C(=O)Cn2cnc3c2c(=O)n(C)c(=O)n3C)C1 (stereo not drawn)	2	-6	2	4	-0.3	-7	-2	-2	-6
CC(C)CCN(C(=O)c1csnn1)C(C(=O)NC1CCCC1)c1ccccc1 (stereo not drawn)	10	-7	-8	2	1.7	4	8	-4	-21
COc1cccc(C2C(C#N)=C(N)N(c3ncn[nH]3)C3=C2C(=O)CCC3)c1 (stereo not drawn)	1	-2	5	12	0.1	-10	2	-1	-9
CCOC(=O)[C@H]1[C@H]2COc3ccc(C)cc3[C@@H]2N2C(=O)CN(Cc3ccco3)C(=O)[C@@]12C	16	-6	-12	9	0.4	5	-20	-3	-7
CC1CCCN(C(=O)CN2CCN(C(=O)c3ccco3)CC2)C1 (stereo not drawn)	-2	-13	1	11	0.0	3	14	-5	-2
CC(C)NC(=O)C1(C)CCN1C(=O)Cc1ccc(-c2ccccc2)cc1 (stereo not drawn)	2	.	.	2	5.5	9	4	3	-2
O=C(c1cc(COc2c(F)cccc2F)on1)N1CCN(C2CCCCC2)C(=O)C1	1	-7	1	1	4.3	-7	-7	-9	-8
CC(=O)c1ccccc1OCC(O)CNC1CCCC1 (stereo not drawn)	-4	-6	-17	5	1.4	-2	11	-5	-8
CC1(C(=O)NS(=O)(=O)c2ccc(Cl)s2)CCN1C(=O)CCc1ccccc1 (stereo not drawn)	-12	.	.	0	-0.2	-13	12	-1	-1
Nn1c(COc2ccccc2F)nnc1SCC(=O)NC1CCCCC1	-10	-1	-11	-1	0.6	-14	-13	-3	4
CC(=O)NCc1ccc(C(=O)O)cc1	-23	2	1	1	0.6	-16	18	-1	-12
O=C(CSc1ncnc2[nH]ncc12)Nc1cccc(Oc2ccccc2)c1	2	-22	4	5	5.9	33	-13	0	9
CCCCn1nnnc1C(c1cc2ccccc2o1)N1CCN(c2ncccc2C#N)CC1 (stereo not drawn)	.	.	.	1	1.1	-3	3	.	-5
COC(=O)c1ccc(OCCN2CCCCCC2)cc1	21	-7	-3	1	0.5	-13	20	-10	-4
COc1cc(C2Nc3cccc4cccc(c34)N2)cc(OC)c1O	-2	0	0	3	0.2	-16	2	0	1
C/C=C(\C)C(=O)Nc1cccc(C2=NOC3(C2)C[C@H](C(N)=O)N(C(=O)CC#N)C3)c1 (stereo partly drawn)	0	3	7	-1	-0.2	2	-19	0	10
O=C(CSc1ncnc2ccccc12)Nc1ccc2c(c1)OCCO2	0	-17	6	0	2.6	-19	15	-4	-8
NC(=O)C1CCN(C(=O)COCc2cc(-c3ccc4c(c3)OCO4)on2)CC1	-1	-7	-3	3	-0.4	-14	5	-2	-15
COc1ccc(NC(=O)/C=C2\SC(=O)NC2=O)cc1	-6	-2	-7	3	0.6	-26	-8	-1	-8
Clc1cccc(Cl)c1Cn1cnc2c(NCc3ccco3)ncnc21	-6	-5	-20	.	1.6	.	22	-4	-12
CC(=O)Nc1nc(C)c(C(C)(C)C)s1	-18	-2	-7	3	0.5	-19	-3	-6	-4
COc1cc(/C=N\Nc2nncn2N)ccc1OC(C)=O	-9	2	-3	1	0.2	-10	4	1	0
C=CCn1c(SCC(=O)OCC)nc2cc(C(=O)NCc3ccco3)ccc2c1=O	3	-4	-20	8	3.2	14	3	-4	-2
CCOCCn1c(N2CCN(c3ccccc3)CC2)nc2c1c(=O)[nH]c(=O)n2C	-4	-2	1	8	0.3	-3	-3	-7	1
COC(=O)C=CC(=NNc1ccccc1)c1ccccc1	-8	.	.	2	-0.5	-20	13	-4	-13
O=C1C2C3C=CC(C3)C2C(=O)N1c1ccc(Cc2ccncc2)cc1 (stereo not drawn)	-2	-11	12	10	2.2	23	12	7	9
O=C(CCn1[nH]c(=O)c2ccccc2c1=O)OC1CCCCC1	-15	-2	4	5	-0.7	18	-13	0	-5
CC(=O)NC(CCCCNC(=S)NC1CCCCC1)C(=O)O (stereo not drawn)	-2	-6	-4	3	-0.2	-14	15	-4	-14
CC(OC(=O)c1ccc2c(c1)C(=O)N(Cc1ccncc1)C2=O)C(=O)Nc1cccc(Cl)c1Cl (stereo not drawn)	-4	-5	-15	5	7.0	8	21	-2	-10
Cc1ccc(C)n1-n1c(C)nc2sc(-c3ccccc3)cc2c1=O	6	-14	39*	0	1.7	12	-8	0	7
S=c1[nH]nc(-c2cccnc2)n1-c1ccc2c(c1)OCCO2	-4	-9	-11	2	1.3	-8	23	-4	-12

(list continues)
structure	CHRM1 antagonist	OXTR potentiator	CHO parental Ca	TAAR1 ag	M1 ag parental	TAAR1 antag	CHO-K1 Ca PAM	CHRM1 agonist	CHO-K1 Ca antag
O=C(C1=C(O)C(=O)N(CC2CCCO2)C1c1ccc(Cl)cc1)c1ccco1 (stereo not drawn)	-1	8	0	-2	0.5	4	-6	-2	-10
O=C(NCC(c1ccco1)N1CCOCC1)c1ccc(F)c(F)c1 (stereo not drawn)	-12	-3	-7	0	-0.1	0	-7	-2	-1
Cc1cc(C)c(NC(=O)COC(=O)CSc2ccc(Br)cc2C)c(C)c1	-3	-4	-8	-1	4.9	2	16	-5	-6
O=C(Oc1ccc(C(=S)N2CCOCC2)cc1)c1ccccc1	-3	-4	2	2	0.0	19	7	-6	16
c1ccc2oc(-c3nn4c(Cn5cnc6ccccc65)nnc4s3)cc2c1	-15	5	-6	-2	0.9	-9	24	-2	-17
Cc1nc(-c2ccc(NS(C)(=O)=O)cc2)cs1	-7	-9	-18	3	0.0	-2	15	-2	-3
Cc1onc(-c2c(Cl)cccc2Cl)c1C(O)c1ccccc1 (stereo not drawn)	-2	-4	-12	5	7.9	14	0	-1	5
Cc1onc(-c2ccccc2Cl)c1C(=O)O/N=C(\N)c1ccccc1	3	-4	-7	0	1.8	3	21	-4	-11

Screening results: PubChem, The Scripps Research Institute Molecular Screening Center
